Assay outcomes as filed in PubChem BioAssay.
RAD54 inh – inhibitors of human RAD54 branch migration, primary screen, biochemical, fluorescence, single point | RAD54 Holliday junction branch migration, FAM/BHQ fluorescence | inhibition, % at 10.4 µM | 360,000 compounds, 0.14% hits;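 active = mean normalized replicate activity at least 40 and at least half of replicates scoring 40 or more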;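 note: 0% = median of neutral control wells and 100% = median of positive control wells; inhibitors cause a drop in the FAM fluorescence signal; in these data hits start at about 50%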
Cneo AK release – Cryptococcus neoformans cell lysis inducers, primary screen, AK release luminescence, single concentration; C. neoformans lysis, adenylate kinase release luminescence, 4 h; normalised: neutral wells 0, clomiphene wells 100; lysis activity, % at 15 µM; 360,000 compounds, 0.2% hits; AID 651654, 2012;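 active = mean lysis activity across replicates of at least 80%, whatever share of replicates individually reach that level; inactive = mean lysis activity below 80%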
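Test system: log-phase Cryptococcus neoformans yeast cells; Quantity: yeast cell density of 5 × 10^6 cells/mL; Buffer or medium: YPD; Doses: single compound concentration per well; Timing: 4 h at 37 °C static, read 1 h later; Measured by: AK luminescence; Read-out basis: lysis from increased AK signal; Control set: Clomiphene as positive control.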
PGC1a acetyl inh – inhibitors of PGC1a acetylation signal, primary screen, cell-based, U2OS, AlphaScreen, inhibitor mode. AlphaScreen anti-acetyl-lysine; with virally co-expressed GCN5 acetyltransferase. inhibition, % at 15.6 µM. 350,000 compounds, 0.17% hits. AID 651687, 2012;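 active = every replicate shows inhibition of at least 40%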;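 note: 0% = neutral control wells and 100% = positive control wells; some results beyond the cut were filed as inactive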
ERAP1 inh – human ERAP1 aminopeptidase inhibitors, primary screen, biochemical, single point, plate reader; Endoplasmic reticulum aminopeptidase 1 (Homo sapiens), Q9NZ08; recombinant ERAP1, Leu-AMC fluorescence, 60 min; inhibition, % at 10.7 µM; 340,000 compounds, 0.15% hits;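 active = mean replicate inhibition of at least 30%, or all replicates individually reaching that 30% level; inactive = mean below 30% and not every replicate reaching it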;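 note: 0% = neutral control wells and 100% = L-leucinethiol positive control wells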
E-sel inducer – E-selectin induction in HUVECs, primary screen, imaging, HUVEC, immunofluorescence imaging, single point; P16581; normalized: neutral wells 0, TNF-alpha wells 100; activation, % at 7.58 µM; 260,000 compounds, 0.37% hits; AID 686992, 2013;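 active = mean E-selectin-positive cell signal at least 10% of the positive control, reached in at least 60% of replicates, without over 20% cell loss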;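 note: in these data hits start at about 27%; measured in HUVEC primary endothelial cells; signal is the percent of cells scored E-selectin positive by PE staining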
Target sequence (P16581 whole entry, looked up): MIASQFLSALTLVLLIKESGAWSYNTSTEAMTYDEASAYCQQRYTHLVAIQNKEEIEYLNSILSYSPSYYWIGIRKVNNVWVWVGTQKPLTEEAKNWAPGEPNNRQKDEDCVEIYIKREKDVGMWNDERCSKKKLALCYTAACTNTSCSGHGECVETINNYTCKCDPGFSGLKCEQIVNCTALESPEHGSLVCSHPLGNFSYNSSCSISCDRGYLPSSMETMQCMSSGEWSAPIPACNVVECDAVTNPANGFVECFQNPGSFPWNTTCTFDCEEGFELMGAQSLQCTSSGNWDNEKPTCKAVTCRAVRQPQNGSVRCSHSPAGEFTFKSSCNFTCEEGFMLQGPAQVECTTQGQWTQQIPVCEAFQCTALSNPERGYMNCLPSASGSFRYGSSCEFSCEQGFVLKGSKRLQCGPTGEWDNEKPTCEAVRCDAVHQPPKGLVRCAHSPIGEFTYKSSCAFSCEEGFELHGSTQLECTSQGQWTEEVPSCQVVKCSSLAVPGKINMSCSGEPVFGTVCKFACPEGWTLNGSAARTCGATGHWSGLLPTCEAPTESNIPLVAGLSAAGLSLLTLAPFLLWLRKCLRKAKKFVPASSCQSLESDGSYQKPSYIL
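Assay system: HUVEC primary endothelial cells. Input: 3,000 HUVEC seeded per well. Doses: one compound dose added by pin transfer. Read-out basis: % PE-positive cells. Benchmarks: TNF-alpha high, DMSO low. Detection: immunofluorescence imaging. Buffer or medium: EGM-2, gelatin.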
miR122 inh – miR-122 Renilla sensor signal increase in Huh7, primary screen, miR-122 inhibitor project, cell-based, single point, plate reader. Huh7 miR-122 Renilla luciferase sensor, 48 h; neutral wells = 0, positive control = 100. activation (reporter increase), % at 12.5 µM. 340,000 compounds, 0.3% hits;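 active = mean replicate activation score at least 90 and every replicate individually at or above 90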;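 note: higher luciferase means less miR-122 activity so hits act as miR-122 inhibitors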
RAD52 inh – RAD52 DNA annealing inhibitors, primary screen, biochemical, FRET, single point, set 2 | DNA repair protein RAD52 homolog (Homo sapiens), P43351 | recombinant RAD52 DNA annealing, FRET fluorescence | inhibition, % at 18.7 µM | 360,000 compounds, 0.46% hits;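 active = every replicate showing at least 50% inhibition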
Target sequence (P43351 whole entry, looked up): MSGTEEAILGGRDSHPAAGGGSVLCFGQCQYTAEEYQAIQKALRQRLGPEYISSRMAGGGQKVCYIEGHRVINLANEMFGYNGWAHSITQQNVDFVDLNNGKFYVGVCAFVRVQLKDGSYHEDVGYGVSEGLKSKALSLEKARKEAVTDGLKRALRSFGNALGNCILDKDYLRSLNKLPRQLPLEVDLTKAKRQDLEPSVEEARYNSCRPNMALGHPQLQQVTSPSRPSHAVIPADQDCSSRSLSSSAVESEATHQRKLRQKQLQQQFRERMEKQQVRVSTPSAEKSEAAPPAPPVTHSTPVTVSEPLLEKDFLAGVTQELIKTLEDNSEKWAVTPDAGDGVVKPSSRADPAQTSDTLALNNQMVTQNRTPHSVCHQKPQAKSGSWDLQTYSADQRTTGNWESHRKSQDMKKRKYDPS
PglD DTNB – C. jejuni PglD acetyltransferase inhibitors, primary screen, biochemical, DTNB colorimetric, single point; purified PglD enzyme, DTNB colorimetric CoA detection; inhibition, % at 12.5 µM; 360,000 compounds, 0.098% hits; AID 602405, 2012; in the data active = inhibition above about 16%, passing the limit was not always enough; note: strong numbers were not always called active
The depositor's hits bear a star; nt = no result given; [ ] = dose if it differs, or a comment.

cpd	SMILES	miR122 inh	PglD DTNB	RAD52 inh	E-sel inducer
1	O=C(c1ccco1)N1CCCC(c2nc3c(nnn3Cc3ccc(Cl)cc3Cl)c(=O)[nH]2)C1 (stereo not given)	nt	4	-16	nt
2	COc1ccc(Br)cc1/C=N/NC(=O)c1cccc(S(=O)(=O)N2CCOCC2)c1	-4	5	-7	-0.1
3	O=C(Nc1ccc2sccc2c1)c1ccc(Cl)s1	14	-4	-13	nt
4	Cc1c(NCc2ccncc2)cccc1C(=O)O	nt	-3	-13	7.4
5	C[C@@H]1CN([C@@H](C)CO)S(=O)(=O)c2ccc(C#CC(C)(C)O)cc2O[C@@H]1CN(C)C(=O)CC1CC1	2[16.7 µM]	-2	12	-0.5
6	CSc1nncn1/N=C/c1cc(Cl)ccc1F	5	1	nt	nt
7	Cn1c(=O)n(CCO)c(=O)c2c1nc(Br)n2Cc1ccccc1	-4	-5	-9	nt
8	COc1cccc2[nH]c3ccccc3c(=O)c12	3	-5	nt	nt
9	CC(NC(=O)c1ccncc1)C(C)(C)C (stereo not given)	-6	0	nt	nt
10	c1cncc(-c2nn3c(Cn4nnc5ccccc54)nnc3s2)c1	9	-3	-7	nt
11	Cc1ccnc(NC(=O)CCC(=O)N(CC(=O)NCC2CCCO2)Cc2ccc(F)cc2)c1 (stereo not given)	-3	0	nt	nt
12	O=C(NCCCN1CCOCC1)c1onc(CSc2ccc(F)c(F)c2)c1C(=O)NCCCN1CCOCC1	4	-4	nt	0.0
13	CCn1cc(S(=O)(=O)CC(=O)NC2CCCCC2)c2ccccc21	6	-2	nt	nt
14	O=C(CN1C(=O)C2C3C=CC(C3)C2C1=O)Nc1nncs1 (stereo not given)	-18	0	-16	nt
15	COc1cccc(/C=N\n2c(C)nnc2C)c1OC	-4	-1	nt	nt

cpd	Cneo AK release	PGC1a acetyl inh	ERAP1 inh	RAD54 inh
1	-3	nt	1	-8
2	-1	nt	-2	1
3	-6	-15	nt	-1
4	0	nt	-1	-13
5	-2	-2	3	4
6	7	7	nt	4
7	1	nt	4	-3
8	1	nt	nt	-12
9	1	5	nt	-5
10	-2	6	1	4
11	0	-1	nt	-1
12	-1	0	nt	-11
13	3	0	nt	-7
14	1	nt	-4	-3
15	4	5	nt	-2

From entry 9 as far as 15, as listed above:
cpd	SMILES	miR122 inh	PglD DTNB	RAD52 inh	E-sel inducer
9	CC(NC(=O)c1ccncc1)C(C)(C)C (stereo not given)	-6	0	nt	nt
10	c1cncc(-c2nn3c(Cn4nnc5ccccc54)nnc3s2)c1	9	-3	-7	nt
11	Cc1ccnc(NC(=O)CCC(=O)N(CC(=O)NCC2CCCO2)Cc2ccc(F)cc2)c1 (stereo not given)	-3	0	nt	nt
12	O=C(NCCCN1CCOCC1)c1onc(CSc2ccc(F)c(F)c2)c1C(=O)NCCCN1CCOCC1	4	-4	nt	0.0
13	CCn1cc(S(=O)(=O)CC(=O)NC2CCCCC2)c2ccccc21	6	-2	nt	nt
14	O=C(CN1C(=O)C2C3C=CC(C3)C2C1=O)Nc1nncs1 (stereo not given)	-18	0	-16	nt
15	COc1cccc(/C=N\n2c(C)nnc2C)c1OC	-4	-1	nt	nt

cpd	Cneo AK release	PGC1a acetyl inh	ERAP1 inh	RAD54 inh
9	1	5	nt	-5
10	-2	6	1	4
11	0	-1	nt	-1
12	-1	0	nt	-11
13	3	0	nt	-7
14	1	nt	-4	-3
15	4	5	nt	-2

(list continues)
cpd	SMILES	miR122 inh	PglD DTNB	RAD52 inh	E-sel inducer
16	COc1ccc(-c2noc(CSc3nc4ccccc4c(=O)n3-c3ccccc3)n2)cc1OC	4	1	nt	nt
17	CC(=O)N(C)C[C@@H]1Oc2ncc(-c3ccccc3C)cc2C(=O)N([C@@H](C)CO)C[C@H]1C	7[16.7 µM]	-4	10	-0.1
18	C/C=C/c1ccc([C@H]2[C@@H](CO)N3CCCCN(S(=O)(=O)c4cccs4)C[C@H]23)cc1	-21[16.7 µM]	4	-11	0.1
19	CCCC(=O)N1CCCC1(C)C(=O)N(C)Cc1cccc2ccccc12 (stereo not given)	2	0	1	0.1
20	C[C@@H]1CN([C@@H](C)CO)C(=O)Cc2cc(NC(=O)Nc3cccc4ccccc34)ccc2O[C@H]1CN(C)S(=O)(=O)c1cccs1	-4[16.7 µM]	1	nt	-14
21	CC(C)NC(=O)Nc1cccc2c1O[C@H](CN(C)Cc1ccc(Cl)c(Cl)c1)[C@H](C)CN([C@H](C)CO)C2=O	4[16.7 µM]	-7	-12	24
22	CCCOc1ccc(NC(N)=O)cc1OCCC	0	-2	nt	nt
23	O=C(C[C@@H]1C=C[C@H](NC(=O)c2ccc3c(c2)OCO3)[C@@H](CO)O1)NCc1ccc(F)cc1	nt	-4	-1	-0.3
24	CC(=O)N(Cc1ccccc1)C1CC(=O)N(Cc2ccccc2)C1=O (stereo not given)	2	0	-5	0.0
25	O=C(NCc1nnc(SCC(=O)N2CCCc3ccccc32)o1)c1c(F)cccc1Cl	-4	nt	-16	nt
26	Oc1ccc(-c2[nH]ncc2-c2cnn(-c3ccccc3)c2)c(O)c1	-5	-1	-10	0.0
27	O=C([C@@H]1[C@@H](CO)[C@@H]2Cn3c(cccc3=O)[C@H]1N2S(=O)(=O)c1ccccc1F)N1CCOCC1	nt	2	-2	0.4
28	O=C(NC1CCCCCC1)C(=S)NCCc1ccccc1	nt	-3	8	-4.5
29	COc1ccc(O)c(/C=N\NC(=O)CCn2nnc3ccccc32)c1	-16	1	nt	nt
30	O=C(NCCC(=O)N1CCN(c2ccccn2)CC1)c1ccc([N+](=O)[O-])cc1	nt	-1	-16	0.1

cpd	Cneo AK release	PGC1a acetyl inh	ERAP1 inh	RAD54 inh
16	-2	1	nt	3
17	2	2	-2	9
18	0	-3	-2	-12
19	1	-2	0	-1
20	-4	1	nt	-6
21	1	2	-4	1
22	0	2	nt	-9
23	10	-3	0	5
24	-1	-2	0	1
25	nt	-7	4	nt
26	0	nt	2	8
27	-3	nt	-3	5
28	-1	-7	1	7
29	1	-4	nt	6
30	1	nt	-3	3

(continued)
cpd	SMILES	miR122 inh	PglD DTNB	RAD52 inh	E-sel inducer
31	COCCNc1nc2cc(-c3cccc(C(F)(F)F)c3)sc2c(=O)n1C	13	-4	1	0.0
32	O=C(CN1CCN(c2ccc(F)cc2)CC1)Nc1ccc(-n2cnnn2)cc1	-3	-8	nt	nt
33	C/C(=N\O)C1/C(=N/O)CC2C1C2(C)C (stereo not given)	-4	0	nt	nt
34	O=C(OCc1cn([C@H]2C[C@H](c3ccccc3)N(CC3CCCCC3)C[C@@H]2O)nn1)c1ccccc1	1	3	-25	4.8
35	Cc1[nH][nH]c(=O)c1C=NCc1cccs1	-3	-7	-16	nt
36	CCN1CCc2c(C#N)c(N3CCOCC3)nc(N3CCOCC3)c2C1	2	1	nt	nt
37	Cc1noc(C)c1S(=O)(=O)N(C)C[C@H]1OCCCC[C@H](C)Oc2ccc(NS(=O)(=O)c3cccs3)cc2C(=O)N([C@@H](C)CO)C[C@@H]1C	1[16.7 µM]	0	-110	0.0
38	CC(C)c1nccn1S(=O)(=O)c1cc(Cl)ccc1Cl	6	4	nt	nt
39	O=C(NCc1nnc2c3ccccc3c(-c3ccccc3)nn12)c1ccccc1Cl	-2	nt	-21	nt
40	C[C@@H]1CN([C@@H](C)CO)C(=O)Cc2cc(NS(=O)(=O)c3ccc(F)cc3)ccc2O[C@@H]1CN(C)S(C)(=O)=O	2[16.7 µM]	-1	8	-0.1
41	CCCNC(=O)C1(C)CCN(C(=O)c2cc(C)n(C(C)(C)C)n2)C1 (stereo not given)	-4	-4	1	2.1
42	O=C(NCC(F)(F)F)[C@H]1[C@H](CO)[C@H]2Cn3c(cccc3=O)[C@H]2N1C(=O)c1ccccc1F	nt	-9	19	1.4
43	Cc1cccc(NCc2ccccc2OCc2ccccc2F)c1	4	-3	7	nt
44	COc1ccc(OC)c(-c2c(C#N)c(N)nc3c2c(=O)nc2sccn23)c1	2	nt	-7	-3.7
45	C=CCNc1nc(C)c(C(C)=O)cc1C#N	-12	0	nt	nt

cpd	Cneo AK release	PGC1a acetyl inh	ERAP1 inh	RAD54 inh
31	2	nt	1	14
32	-1	11	nt	13
33	-1	-4	nt	6
34	1	9	nt	-9
35	-1	nt	-1	-2
36	0	3	nt	-5
37	0	5	5	1
38	-1	-4	nt	6
39	13	-6	-1	14
40	0	0	2	-4
41	0	nt	0	-1
42	4	nt	1	9
43	-2	nt	-1	5
44	nt	-20	-2	nt
45	-1	-1	nt	6

Remaining list, next part
cpd	SMILES	miR122 inh	PglD DTNB	RAD52 inh	E-sel inducer
46	CC(=NNC(=O)c1ccncc1)c1cccc(Br)c1	-8	-4	-32	2.5
47	COc1ccccc1NC(=O)N(C)C[C@H]1Oc2ncc(Br)cc2C(=O)N([C@@H](C)CO)C[C@@H]1C	-9[16.7 µM]	4	-2	-0.3
48	COCCNC(=O)c1cc(-c2ccc(Cl)c(Cl)c2)on1	-4	1	-16	-0.3
49	c1ccc(N2CCN(Cc3ccsc3)CC2)nc1	-3	1	-2	nt
50	COc1cccc(C(=O)COc2cccc(NC(=O)c3ccco3)c2)c1	0	-1	-4	0.0
51	C[C@H]1CN([C@@H](C)CO)C(=O)c2cc(NC(=O)Nc3ccc(C(F)(F)F)cc3)ccc2O[C@@H]1CN(C)S(=O)(=O)c1cn(C)cn1	-4[16.7 µM]	-2	-1	nt
52	COc1ccc(S(=O)(=O)Nc2ccc3c(c2)C(=O)N([C@H](C)CO)C[C@H](C)[C@@H](CN(C)C(=O)Nc2cccc4ccccc24)O3)cc1	-27[16.7 µM]	-2	0	64*

cpd	Cneo AK release	PGC1a acetyl inh	ERAP1 inh	RAD54 inh
46	0	-7	4	5
47	3	11	2	7
48	1	-2	-6	9
49	0	nt	-1	9
50	11	2	-10	0
51	-3	1	-2	-11
52	0	3	-2	-8
